PriA SSB inh: K. pneumoniae PriA-SSBct interaction inhibition. AlphaScreen SSBct-PriA binding, biotinylated peptide. inhibition, % at 33 µM. 430,000 tested, 0.6% active; in the data active = inhibition mostly above about 37%, no sharp cut-off; inactive = mostly below about 20%;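 also: plate controls were negative control peptide for no effect and reference peptide for full effect; strong numbers were not always called active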
Active calls of the source: *; & = joins results of further samples. Only part of the results is shown, so the mix of outcomes need not match the whole.

SMILES | PriA SSB inh
CCOC(=O)c1cc(CC)sc1N=CC1C(=O)CC(C)(C)CC1=O | -12
COc1cc(COCC2CCN(Cc3ccc(F)c(F)c3)CC2)cc(OC)c1 | -12
COc1ccc(/C=C2\SC(=S)N(CCCC(=O)Nc3ccc([N+](=O)[O-])cc3O)C2=O)cc1OC | -7
COc1cn2c(cc1=O)C(=O)N(CCNC(=O)c1ccc(S(=O)(=O)N(C)C)cc1)CC2 | -15&-7
CSc1ncccc1C(=O)N1CCC(CNC(=O)c2ccccn2)CC1 | -4
O=C(c1nnn(-c2ccc(F)cc2)c1-c1ccncc1)N1CCN(c2ccccc2Cl)CC1 | -31
C=CCNc1nc(Nc2ccc(OC)c(Cl)c2)c2cnn(C)c2n1 | -6
Cc1cc(C(=O)NN=Cc2cc(Br)cc([N+](=O)[O-])c2O)c2ccccc2n1 | 16
CCOc1ccc(CC(=O)Nc2ccc3c(c2)C(=O)NC3=O)cc1 | 3
C=CCN(CC=C)S(=O)(=O)c1ccc(C(=O)Nc2sc(C)c(C)c2C(=O)NC)cc1 | -18&-12
Cc1cccc(C(=O)NN=Cc2ccc(OC3CSC3)cc2)c1 | 2
COC(=O)c1ccc(C=Nn2c(C)nc3ccccc3c2=O)cc1 | -7
CCc1nc(-c2ccc(N3CCN(C(=O)c4cc(-c5ccco5)on4)CC3)nc2)no1 | -13
Cc1cccc(CC(=O)NCCc2sc(-c3ccc(Cl)cc3)nc2C)c1 | 9
CON=C(Cn1ncc(N2CCCC2)c(Cl)c1=O)c1ccc(Cl)cc1 | -4
COCCn1c(=NC(=O)c2cccc(C)c2)sc2cc(NC(C)=O)ccc21 | -16
O=C(CCc1cccc(Cl)c1)N1CCC2(CC1)OCCS2 | -7
CC(=O)c1sc(NC(=O)c2ccc(S(=O)(=O)N(C)C3CCCC3)cc2)nc1C | -7&-2
CCN(c1ccccc1)S(=O)(=O)c1c(N)n(C)c(=O)n(C)c1=O | -24
COc1ccccc1OCC(=O)N1c2ccccc2CC1C(N)=O (configuration not stated) | 5
Cn1c(CC(C)(C)C)nc2ccccc21 | -9
Cc1ccc2c(c1)C(=NO)CCS2 | -1
Cc1cc(C)n(-c2ccc(=O)n(CCNS(=O)(=O)/C=C/c3ccccc3)n2)n1 | 12
Cc1cccc(COc2ccc(C=NNC(=O)c3nnn(-c4nonc4N)c3CN3CCCCC3)cc2)c1 | -9
NC(=O)c1ccsc1NC(=O)c1ccc(Br)s1 | -9

Fetched one by one from the entries so far (4):
SMILES | PriA SSB inh
Cc1ccc2c(c1)C(=NO)CCS2 | -1
CCOc1ccc(CC(=O)Nc2ccc3c(c2)C(=O)NC3=O)cc1 | 3
Cn1c(CC(C)(C)C)nc2ccccc21 | -9
Cc1cc(C(=O)NN=Cc2cc(Br)cc([N+](=O)[O-])c2O)c2ccccc2n1 | 16

Going on with the list.
SMILES | PriA SSB inh
O=C(O)c1cc(S(=O)(=O)Nc2cnn(C3CCOCC3)c2)ccc1F | 5
COc1ccc(Cl)cc1C(=O)NCCn1cnc(C)cc1=O | 0
CCOc1ccc2c(c1)sc(=NC(=O)C1=COCCO1)n2CCOC | -18
COc1ccccc1NS(=O)(=O)c1cccc(C(=O)NN=Cc2ccc([N+](=O)[O-])o2)c1 | 13
O=C(C[n+]1cccc(C(=O)NN=Cc2cccc([N+](=O)[O-])c2)c1)c1ccccc1 | -5
Cc1[nH]c(=O)[nH]c(=O)c1CCC(=O)NC(C)c1ccccc1 (configuration not stated) | -5
Fc1ccc(Cl)cc1C=Nn1cnnc1SCc1ccccc1 | 10
CCOC(=O)c1c(-c2ccc(OC)cc2)oc2ccc(OC(=O)N3CCOCC3)cc12 | 5
O=C(C/C=C/c1ccc(F)c(F)c1)c1ccc(Br)cc1 | -10&-3
Cc1cc(-c2nnc(NC(=O)c3ccnn3C)o2)nn1C | 1&10
Nc1c(C(=O)Nc2cccc(C(F)(F)F)c2)c2ccccn2c1C(=O)c1ccc([N+](=O)[O-])cc1 | -2
O=C(Nc1ccc([N+](=O)[O-])cc1)c1ccc(Cl)s1 | -6
CCCC(=O)Nc1sccc1C#N | -12
O=C(Nc1ccccc1-c1nc2ccccc2s1)c1ccc(Cl)s1 | -18
O=C(c1ccoc1)N1CCC(CNS(=O)(=O)c2cccc(C(F)(F)F)c2)CC1 | 0
COc1cc2ncnc(SCC(=O)N3CCOCC3)c2cc1OC | -10
O=C(CN1CC(=O)Oc2ccccc21)OCC(=O)c1ccc([N+](=O)[O-])cc1 | 63
CCCNC(=O)NCCn1nc(-c2ccncc2)cc1C | 4
Cc1noc(C)c1C(=O)NC[C@H](O)Cn1ccccc1=O | -10
COc1ccc(-n2c(C)nc3ccc(NC(=O)c4ccc(OC)cc4OC)cc3c2=O)cc1 | 12
Cc1cc(N2CCCCC2)nc(Nc2ccc(NC(=O)c3cccc4ccccc34)cc2)n1 | 6
CCOc1ccc2nc(NC(=O)CCn3cnc4c(cnn4C(C)(C)C)c3=O)sc2c1 | 2
COC(=O)C1c2ccsc2CCN1C(=O)c1ccccn1 (configuration not stated) | 9
COc1ccccc1-c1ccc(N2CCN(C(=O)Nc3ccccc3)CC2)nn1 | -5
O=C(NCc1ccc(C(O)c2cccs2)s1)c1ccccc1Br (configuration not stated) | -22

Following part.
SMILES | PriA SSB inh
COC[C@H]1CCCN(Cc2ccccn2)C1 | 3
Cc1ccccc1OCC(=O)N1CC(N2C(=O)CCC2=O)C1 | -9
CN(C)N=Cc1ccc(P(c2ccc(C=NN(C)C)o2)c2ccc(C=NN(C)C)o2)o1 | 22
Cc1ccc(N=CC(C(=O)C(F)(F)F)=C(O)c2ccco2)cc1Cl | -7
Cc1c(C=NNC(=O)c2ccc3c(c2)OCO3)cnn1C | -5
Cc1cc(C2(c3ccc(O)c(C)c3)OS(=O)(=O)c3ccccc32)ccc1O | -13
O=C(c1ccc(Br)o1)N1CCC(CSc2ccccn2)CC1 | 7
N#CC(=NNc1ccc(S(=O)(=O)N2CCCCC2)cc1)C(N)=S | 16
Cn1nc(CNC(=O)COc2ccccc2F)cc1-c1ccco1 | -3
O=C(c1ccc2cc[nH]c2c1)N1CCC(S(=O)(=O)c2ccc(Cl)cc2)C1 (configuration not stated) | 5
CCc1ccc(C(=O)CC(c2ccccc2)C2CCCC2=O)cc1 (configuration not stated) | -7
CCOC(=O)N1CCC(NC(=O)CCc2csc(NC(=O)c3cccs3)n2)CC1 | -6
CS(=O)(=O)c1cccc(-c2nnc(NC(=O)c3ccc(S(=O)(=O)N4CCc5ccccc5C4)cc3)o2)c1 | 2
Cn1cnc(S(=O)(=O)NCCn2ccn3nccc23)c1 | -7
O=C(NC1CCC(Oc2ncc(F)cn2)CC1)c1ccc(C(F)(F)F)nc1 (configuration not stated) | -11
COc1ccccc1C(=O)Nc1cnc(N2CCCC2)nc1 | -8
O=C(NCCCn1nc(-c2ccco2)ccc1=O)c1ccc(C(F)(F)F)cc1 | -10&-6
O=C(O)CCc1ccc(Cl)cc1Cl | 4
CCOc1ccc(-c2csc(N/N=C\c3ccc(OC)c(OC)c3)n2)cc1 | -6
O=C(Nc1nc(-c2ccc(Br)s2)cs1)C1COc2ccccc2O1 (configuration not stated) | -4
CCNC(=O)NC[C@@H](c1cn(C)c2ccccc12)N(C)C | -3
COc1ccccc1C(=O)N1CCN(c2oc(-c3ccco3)nc2C#N)CC1 | -9
O=C(CCc1ccccc1)Nc1ccc2c(=O)c3ccccc3oc2c1 | -4
O=c1[nH]c2cc3c(cc2c(=O)n1Cc1nc(-c2ccccc2Br)no1)OCO3 | -2
CCOc1ccc(-c2cc(=O)n(CC(=O)N3CCN(c4ccc(F)cc4)CC3)cn2)cc1 | -21

Structures above containing an aryl thioether with sulfur outside any ring, in the order listed:
SMILES | PriA SSB inh
CSc1ncccc1C(=O)N1CCC(CNC(=O)c2ccccn2)CC1 | -4
Fc1ccc(Cl)cc1C=Nn1cnnc1SCc1ccccc1 | 10
COc1cc2ncnc(SCC(=O)N3CCOCC3)c2cc1OC | -10
O=C(c1ccc(Br)o1)N1CCC(CSc2ccccn2)CC1 | 7

(more compounds)
SMILES | PriA SSB inh
CC(C)c1c(C(=O)NN=Cc2cccc(OCc3ccccc3)c2)nnn1-c1nonc1N | -3
COc1ccc(-c2cc3c(SCC(=O)Nc4ccc(C(C)=O)cc4)nccn3n2)cc1 | 6
O=C(c1ccc(Cl)nc1)N1CCN(c2ccc(-c3ccc(Cl)cc3)nn2)CC1 | -1
Cc1ccc(S(=O)(=O)NC2CCCC(OC(=O)Nc3ccc(F)cc3)C2)s1 (configuration not stated) | -9
O=C(Nc1cc(N2CCN(Cc3ccccc3)CC2)ncn1)Nc1cccs1 | -12
O=C(c1cccs1)N1CCN(c2ccc(-c3ccccc3)nn2)CC1 | -1
O=C(NCCOc1ccccc1)NCc1ccsc1 | -6
COc1ccc(NC(=O)NCCn2ncccc2=O)c(OC)c1 | -15&-2
CC1(C)C(=O)NCCN1C(=O)CN1C(=O)c2ccccc2C1=O | 9
COC(=O)c1ccsc1N | 0
CCOc1cccc2nc(NC(=O)c3ccc(Oc4ccccc4)cc3)sc12 | -31
CCOc1ccccc1C=Nn1nnnc1N | -9
O=S(=O)(NCCOc1ccc2c(c1)OCO2)c1ccc2c(c1)CCCC2 | 16&29
Cc1cc(C(=O)N2CCC(Cn3ccnc3)CC2)no1 | -13
Cc1ccc(NC(=O)Cn2cnc3c(C(N)=O)nsc3c2=O)cc1F | -6
O=S(=O)(Nc1cnn([C@H]2CCOC2)c1)c1ccc2c(c1)CCCC2 | -3
O=C(CSc1ccc(NC(=O)C2CC2)nn1)NCc1ccccc1Cl | -10
N#Cc1ccc(Cl)cc1NC(=O)C(=O)N1CCN(c2ccc(F)cc2)CC1 | -11
Cc1ccc2nc(SC3CCCC3)nc(=O)n2c1 | -10
O=C(CSCc1ccccc1)N(Cc1ccco1)C1CCOCC1 | 5
CN(Cc1ccccc1)S(=O)(=O)c1ccc(C(=O)Nc2nc(-c3ccccc3)cs2)cc1 | 1
COc1cccc(NC(=O)Nc2c(C)nc3sccn3c2=O)c1 | 2
O=C(NCC1CCN(C(=O)c2cccnc2)CC1)c1cnccn1 | -11
FC(F)(F)c1ccccc1-c1ccc(-c2nn3c(-c4ccccc4)nnc3s2)cc1 | -8&-2
Cc1ccc(-n2nnc(C(=O)N3CCCc4ccccc43)c2C)cc1 | -12

Further records follow:
SMILES | PriA SSB inh
O=C(c1cc(-c2ccc3c(c2)OCCO3)on1)N1CCN(C(c2ccccc2)c2ccccc2)CC1 | 16
O=C(O)c1ccc(-n2cccn2)nn1 | -8
O=C(NCCC1=CCCCC1)c1ccc(CNC(=O)c2ccc(Br)cc2)cc1 | -18
Cc1cc(C)c(C(=O)Nc2ccc(OC(C)C)cc2)c(C)c1 | 4
Fc1ccc(CON=C2CCCc3nonc32)cc1 | -14
Cc1ccnc(Nc2ccc(NCCNC(=O)Nc3ccc(F)c(Cl)c3)nn2)c1 | 96*
CC(C)Oc1ccc(C(=O)NCC2CCN(C3CCCC3)CC2)cc1 | -9
O=C(NCCCS(=O)(=O)N1CCN(c2ccccc2)CC1)c1ccc2ccccc2c1 | -11
Cc1nc(-c2ccc(S(=O)(=O)N3CCN(c4ccc(-n5cccn5)nn4)CC3)s2)cs1 | -2&6
CN(C)S(=O)(=O)c1ccc(C(=O)Nc2nc(-c3ccccn3)cs2)cc1 | 31
c1cnc(-c2noc(C3CN(Cc4ccc5c(c4)CCO5)C3)n2)cn1 | 6
O=C(CSc1ccc(NC(=O)C2CC2)nn1)Nc1ccc(F)c(F)c1 | -6
O=c1nc(SCc2cccc3ccccc23)c2c(n1CCO)CCC2 | 2
O=C(NCc1ccc(Cl)cc1)NCC1(c2ccc(F)cc2)CC1 | -32
O=C(CSc1nnc2ccc(C(=O)NCc3ccccc3)cn12)Nc1ccc(Cl)cc1F | -6
CS(=O)(=O)Nc1cc(Br)c(O)c(Br)c1 | -16
Cn1nc(C(=O)NCCn2ccnc2C2CC2)ccc1=O | 3
O=S(=O)(Nc1ccn2nccc2c1)c1ccccc1F | 3
CS(=O)(=O)c1ccc(CCC(=O)N[C@H]2CCN(c3ccc(C(F)(F)F)cn3)C2)cc1 | -2
O=C(NCCCn1ccnc1)C(=O)Nc1cccc(Cl)c1 | 43
C=CCNc1nc2c(c(=O)[nH]c(=O)n2C)n1CCCOc1ccccc1 | -13
NS(=O)(=O)c1ccc(CCNC(=O)CCc2csc(NC(=O)c3ccco3)n2)cc1 | -19
Cc1nnc(C2CCCN(S(=O)(=O)c3ccc(C(C)(C)C)cc3)C2)s1 (configuration not stated) | 1
CCCc1nnsc1C(=O)NC1CC(O)C(CO)C1 (configuration not stated) | -17
COc1cccc(C=NNC(=O)CN2C(=O)NC3NC(=O)NC32)c1 (configuration not stated) | 1
O[C@@H](COc1c(F)cc(Br)cc1F)CSc1ccccn1 | -38
COc1cc2ccccc2cc1C(=O)Nc1nc(-c2ccc(F)c(F)c2)cs1 | -3&12
Cc1nc(SCC(=O)N2CCOCC2)c2cc(-c3ccccc3)sc2n1 | -7

2 of the compounds above, as labelled records.
> Cc1nnc(C2CCCN(S(=O)(=O)c3ccc(C(C)(C)C)cc3)C2)s1 (configuration not stated)
  PriA SSB inh: 1
> CCCc1nnsc1C(=O)NC1CC(O)C(CO)C1 (configuration not stated)
  PriA SSB inh: -17

Quoted from the listing.
Cc1ccnc(Nc2ccc(NCCNC(=O)Nc3ccc(F)c(Cl)c3)nn2)c1 | PriA SSB inh = 96*
Fc1ccc(CON=C2CCCc3nonc32)cc1 | PriA SSB inh = -14
O=C(NCCCS(=O)(=O)N1CCN(c2ccccc2)CC1)c1ccc2ccccc2c1 | PriA SSB inh = -11

Screening data: PubChem BioAssay, Small Molecule Screening Facility, UW Madison
